TDP-43 yeast inh – TDP-43 toxicity inhibition in yeast; 1.8% of 410,000 active; Potency, µM (series often up to 46.1 µM), for inactives: top-dose growth rescue (activation), most hits filed as activators; AID 652104; TDP-43 expressing yeast growth rescue, BacTiter-Glo, 24 h; further: potency means the concentration at half of the fitted maximal effect; % of control where 0% means no effect; nearly all actives have a fitted effect of over 50% in size
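Yeast cells expressing TDP-43 under galactose induction are exposed to compounds for 24 hr at 30 deg C. BacTiter-Glo luminescence measures growth, so protective compounds score as activators.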
HEK293 tox – cytotoxicity in counter-screen for GLP-1R inverse agonists; HEK293 cAMP-luciferase reporter cells, luminescence, 24 h; Potency, µM (highest dose often 38.3 µM), without a hit: at the top dose activity change, negative = inhibition, most hits filed as inhibitors; 0.13% of 410,000 active;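 further: loss of luciferase light is scored as toxicity; potency means the concentration at half of the fitted maximal effect; on the % scale 0 is the no-effect control and ±100 the full control effect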
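Step one: seed cells (200 cells/uL, DMEM with 10% Nu serum, 1% pen-strep). Step two: 12-hour incubation at 37 deg C. Step three: pin 23 nL compound, incubate 24 hr. Step four: add luciferase reagent, read luminescence 12 min later.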
FUS suppressor – rescues growth of FUS-expressing yeast; S. cerevisiae FUS-expressing, growth rescue, OD600, 24 h; 0.24% of 390,000 active; Potency, µM (top dose mostly 76.6 µM), without a hit: at the top dose growth rescue (activation), hits mostly activators;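 further: potency means the concentration at half of the fitted maximal effect; plate controls were DMSO vehicle for no effect and reference control for full effect; nearly all actives have a fitted effect of over 55% in size; some results filed as inactive show a strong effect at the top dose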
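Yeast expressing FUS under galactose induction, OD 0.005 in 2% galactose medium; compounds in a dilution series, 24 h at 30C. Growth rescue by absorbance at 600 nm; CP55940 positive control, DMSO negative.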
GLP1R inv ag – acts as inverse agonist at human GLP-1 receptor; Potency, µM (doses to about 38.3 µM), for inactives: top-dose activity change, negative = inhibition, most hits filed as inhibitors; 1.6% of 410,000 active; HEK293 GLP-1R CRE-luciferase, luminescence, 24 h; GLP-1R form is constitutively active; P43220; further: potency means the concentration at half of the fitted maximal effect; on the % scale 0 is the no-effect control and ±100 the full control effect; nearly all actives have a fitted effect of over 55% in size
Target sequence (P43220 whole entry, looked up): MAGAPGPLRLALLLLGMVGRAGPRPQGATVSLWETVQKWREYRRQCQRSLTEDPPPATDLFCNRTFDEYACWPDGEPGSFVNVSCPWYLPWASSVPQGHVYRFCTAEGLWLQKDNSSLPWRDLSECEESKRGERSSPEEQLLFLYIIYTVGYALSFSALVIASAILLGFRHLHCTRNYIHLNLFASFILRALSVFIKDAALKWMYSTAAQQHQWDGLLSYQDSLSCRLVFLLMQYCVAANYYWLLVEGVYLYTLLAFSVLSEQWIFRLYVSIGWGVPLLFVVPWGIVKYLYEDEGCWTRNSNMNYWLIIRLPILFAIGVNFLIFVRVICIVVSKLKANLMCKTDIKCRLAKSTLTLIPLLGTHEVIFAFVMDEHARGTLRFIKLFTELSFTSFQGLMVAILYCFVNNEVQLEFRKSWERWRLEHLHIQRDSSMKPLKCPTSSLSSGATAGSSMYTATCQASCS
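GLP-1R inverse agonism mode: basal reporter luminescence in engineered HEK293 cells measured after one day of compound exposure at 37 deg C, with a 12 min room-temperature detection step.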
pAkt inh – blocks phosphorylation of Akt. Neuro2A IGF-stimulated pAkt S473 HTRF, 20 min; active compounds read low. activity change, % for hits at 50 µM. 0.32% of 360,000 active. AID 651550; in the data active means activity change below about -80%; inconclusive means mostly about -51% to -80%; further: on the % scale 0 is the no-effect control and ±100 the full control effect
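Neuro2A cells in DMEM with 0.5% FBS, overnight at 37 deg C, given compound at single 50 µM final, then IGF (6 nM final) for 20 min at 37 deg C. Lysed; phospho-Akt Ser473 by HTRF after 24 h, 665/615 ratio.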
PTHR1 agonist – PTHR1 (human) receptor agonism | Q03431 | HEK293 GP2 PTHR1 cells, GloSensor cAMP luminescence, 1 h | Potency, µM (series often up to 115 µM), without a hit: at the highest dose activation, most hits filed as activators | 0.075% of 410,000 active; further: potency means the concentration at half of the fitted maximal effect; nearly all actives have a fitted effect of over 55% in size; some results filed as inactive show a strong effect at the top dose; inactives centre near -15; many of its hits are not listed in these tables
Target sequence (Q03431 whole entry, looked up): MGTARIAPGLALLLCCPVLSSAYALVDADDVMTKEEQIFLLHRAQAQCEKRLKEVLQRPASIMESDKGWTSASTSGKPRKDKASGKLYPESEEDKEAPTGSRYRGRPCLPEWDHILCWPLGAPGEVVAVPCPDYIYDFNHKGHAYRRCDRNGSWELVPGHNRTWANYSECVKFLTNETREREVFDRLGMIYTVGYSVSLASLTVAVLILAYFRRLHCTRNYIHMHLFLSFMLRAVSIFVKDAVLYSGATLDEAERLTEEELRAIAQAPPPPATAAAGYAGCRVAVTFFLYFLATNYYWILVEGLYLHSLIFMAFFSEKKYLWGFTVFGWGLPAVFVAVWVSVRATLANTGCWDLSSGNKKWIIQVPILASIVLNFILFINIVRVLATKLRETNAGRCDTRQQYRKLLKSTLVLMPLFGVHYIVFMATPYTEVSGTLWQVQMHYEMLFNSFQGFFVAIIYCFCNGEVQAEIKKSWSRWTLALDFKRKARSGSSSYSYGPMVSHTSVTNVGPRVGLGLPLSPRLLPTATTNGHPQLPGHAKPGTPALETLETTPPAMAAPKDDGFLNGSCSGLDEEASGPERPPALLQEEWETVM
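HEK-293-derived GP2 cells expressing PTHR1 and a GloSensor cAMP reporter, 3,000/well, plated overnight, given luciferin plus IBMX (each 0.5 mM as added) for 1 h at 37 °C, then compound for 1 h at 37 °C. Luminescence was read after 15 min at room temperature.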
Abeta yeast res – compounds reversing amyloid beta toxicity in yeast; yeast expressing A-beta42, growth rescue, OD600, 48 h; response scale: 0% DMSO, 100% iron-clioquinol control; Potency, µM (top dose mostly 46.1 µM), without a hit: at the top dose growth rescue, most hits filed as activators; 0.063% of 410,000 active; AID 1347071; further: potency means the concentration at half of the fitted maximal effect; nearly all actives have a fitted effect of over 55% in size
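Yeast growth medium received pinned compounds, then yeast cells expressing toxic A-beta were added; plates incubated at 30 C for 48 hr. Growth read as absorbance at 600 nm, normalized to DMSO and equimolar FeCl3 plus clioquinol controls.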
Mm-Cpn inhibitor – blocks the Methanococcus maripaludis chaperonin Mm-Cpn; AID 504842; purified Mm-Cpn ATPase, ADP Transcreener TR-FRET; Potency, µM (titrated, usually from 76.9 µM), for the others: top-dose activity, negative = inhibition, hits mostly inhibitors; 0.031% of 330,000 active; further: potency means the concentration at half of the fitted maximal effect; on the % scale 0 is the no-effect control and ±100 the full control effect; nearly all actives have a fitted effect of over 80% in size
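Inhibition of chaperonin ATP hydrolysis is measured as reduced ADP production, detected by competitive TR-FRET in which signal falls with ADP. Final enzyme 25 nM and ATP 10 uM, reacted 30 min at 37°C.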
aSyn rescue – inhibitors of alpha-synuclein toxicity in yeast | Yeast expressing alpha-synuclein, growth rescue, BacTiter-Glo, 24 h | Potency, µM (highest dose often 46.1 µM), for the others: top-dose growth rescue (activation), most hits filed as activators | 0.14% of 370,000 active | AID 652106; further: potency means the concentration at half of the fitted maximal effect; % of control where 0% means no effect; nearly all actives have a fitted effect of over 65% in size
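Readout is rescue of growth in alpha-synuclein-expressing yeast, so inhibitors of toxicity appear as activators. Growth after 24 hr at 30 deg C in galactose medium is quantified by luminescence.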
* hit, by the source's call; i = inactive; ? = inconclusive; . = not tested or not shown; & = joins results of further samples; [ ] = remark or other dose. Unless noted, the call rests on the fitted dose curve; in most records, active means well fitted curve in the direction sought with a large enough effect; inconclusive means small, poorly fitted or top-dose-only effect, or another doubt; inactive means no such curve, though single readings can be large; an effect the other way counts as inactive or inconclusive. The list is partial (hit frequency here may not be typical).

SMILES	TDP-43 yeast inh	HEK293 tox	FUS suppressor	GLP1R inv ag	pAkt inh	PTHR1 agonist	Abeta yeast res	Mm-Cpn inhibitor	aSyn rescue
O=C(O)c1[nH]c2ccccc2c1NS(=O)(=O)c1ccc(F)cc1	9%	7%	8%	10%	i	-4%	6%	-1%	1%
Cc1ccc(Cc2c(-c3cccc(Br)c3)nc3ccc(Cl)cn23)cc1	?	-1%	27%	?	i	-25%	0%	.	16%
Cc1cccc(-n2nc3c(c2NC(=O)c2ccco2)CS(=O)(=O)C3)c1C	19%	7%	-4%	14%	i	i	-7%	-4%	3%
CCOC(=O)c1cnc2c(c(C)nn2-c2ccc(C)cc2)c1Cl	3%	5%	-4%	3%	i	-16%	0%	-5%	6%
Nc1ccn([C@@H]2O[C@H](CNCc3ccc(Oc4cc(-n5cccn5)ncn4)cc3)[C@@H](O)[C@H]2O)c(=O)n1	15%	16%	5%	13%	i	-23%	-13%	.	10%
Cc1ccc(O)c(C2=NOC(O)(C(F)(F)F)C2)c1 (stereo not drawn)	25%	0%	-9%	-7%	i	i	27%	-1%	4%
NC(=S)N/N=C/c1ccc(-c2cc(Cl)c(Cl)cc2Cl)o1	4%	9%	12%	?	i	-9%	13µM*	-1%	23%
COc1ccc(C2=NNC(c3cccs3)=Nc3ccc(OC)cc32)cc1	-19%	-17%	19%	?	i	-22%[57.5 µM]	-11%	1%	-20%
O=C(NCC(=O)N1CCc2ccccc2C1)c1ccc(Cl)cc1Cl	-2%	-7%	11%	-53%	i	-11%	-10%	3%	8%
O=C(Cn1c(=O)n(Cc2ccccc2)c(=O)c2sc3ccccc3c21)NCc1ccccc1Cl	-21%	2%	-11%	16%	.	i	-6%	.	.
Cc1nn(C)cc1/C=N/NC(=O)c1ccco1	-15%	-2%	-7%	16%	i	-6%	6%	0%	0%
O=C1CCCN1CCCNc1ccc2nnc(CCC(=O)N3CCN(c4ccc(F)cc4)CC3)n2n1	-26%	-5%	22%	-7%	i	19%	-5%	-4%	2%
CCn1c(O)c(C2=NCCCC2)c2ccccc21	1%	18%	4%	1%	i	i	-24%	-8%	-23%
COc1ccc(NC(=O)c2ccc(COc3ccccc3OC)o2)cc1OC	6%&-7%	1%&0%	3%&24%	-9%&2%	i	i	-7%&1%	-1%	-4%
Cc1ccc(NC(=O)COC(=O)CCc2c[nH]c3ccccc23)cc1	15%	-30%	-40%	3%	i	-18%	5%	.	-9%
CCc1nc2ccc(C(=O)N3CCC(O)(Cc4ccccc4)CC3)cn2c1N(C)C(=O)Cc1ccccc1	12%	5%	2%	-20%	i	-16%	16%	.	-7%
COCCNC(=O)CSc1nnc(CCCN2C(=O)c3cccc4cccc(c34)C2=O)n1-c1ccccc1	7%	-2%	.	-3%	i	-2%	0%	0%	-4%
Cc1cc(NC(=O)Cn2nnc(-c3ccccc3N)n2)no1	-4%	9%	26%	15%	i	-37%[inhibitor]	-7%	1%	-1%
CCOC(=O)c1ccccc1NC(=O)CSc1cn(CC(=O)N2CCOCC2)c2ccccc12	2%	4%	25%	7%	.	i	-14%	.	.
O=C(Nc1nccs1)c1cc([N+](=O)[O-])ccc1Cl	-6%	-20%	-6%	?	i	-15%	-17%	-2%	2%
O=C(c1ccco1)N1CCN=C1SCc1cccnc1	10%	-1%	8%	19%	i	i	-21%	0%	-3%
COCCN1Cc2cccc(C(=O)NCc3ccccn3)c2C1=O	0%	-2%	-16%	13%	i	i	-3%	0%	-4%
O=[N+]([O-])c1ccc2oc(C3CCCCC3)nc2c1	18%	8%[0.307 µM]	?	3%[0.307 µM]	i	i	-3%	-2%	-3%
CCn1c(CCCNC(=O)c2cccs2)nc2ccccc21	?	3%	-6%	8%	i	i	4%	2%	-6%
COc1cccc(-c2cnc3cccnn23)c1	?	7%	-9%	19%	i	-5%	-7%	.	1%

The list continues.
SMILES	TDP-43 yeast inh	HEK293 tox	FUS suppressor	GLP1R inv ag	pAkt inh	PTHR1 agonist	Abeta yeast res	Mm-Cpn inhibitor	aSyn rescue
Cc1nc(N2CCN(c3ccccn3)CC2)c2c(C)c(C(=O)N3CCN(c4cccc(Cl)c4)CC3)sc2n1	?	-32%	-1%	-11%	i	-19%	8%	-21%	-6%
COc1ccc(C=C2NC(=S)NC2=O)cc1	-13%	-20%	6%	24%	i	i	11%	.	-5%
O=C1CC(NCCN2CCOCC2)C(=O)N1Cc1ccc(N2CCCC2=O)cc1 (stereo not drawn)	-6%	14%	59%	-2%	i	-4%[57.5 µM]	-16%	0%	-3%
O=S(=O)(Nc1ccccc1)C1CCCCC1	-17%	1%	24%	-32%	i	i	-3%	.	15%
CCN(CC)c1ccc(NS(=O)(=O)c2ccc(OC)cc2)cc1	-11%[9.22 µM]	1%	11%	15%	i	-4%	-2%	-3%	0%
CN(C)C(=O)c1cnc(Sc2ncc(C(F)(F)F)cc2Cl)n1C	-18%	-16%	30%	-1%	i	i	10%	0%	-19%
COc1cc(CN(C)C(C)C(=O)Nc2ccc([N+](=O)[O-])cc2Cl)ccc1OC(F)F (stereo not drawn)	-1%	5%	-13%	0%	i	-11%	13%	1%	-6%
CCN(CC)C(=O)CSC1=Nc2ccccc2C2=NC(Cc3c[nH]c4ccccc34)C(=O)N12 (stereo not drawn)	5%	11%	25%	16%	i	-7%[57.5 µM]	1%	-2%	0%
CCN1C(=O)[C@H]2[C@@H](c3ccc(-c4ccccc4)cc3)N[C@@](CC(C)C)(C(=O)OC)[C@H]2C1=O	20%	12%	17%	?	i	-39%[inhibitor]	4%	0%	-7%
CC(C)(C)c1ccccc1NC(=O)c1ccc2c(c1)SC1=NS(=O)(=O)CCN12	-1%	1%	-18%	?	i	-15%	11%	2%	-1%
Cc1ccc(N2CC(C(=O)N3CCC(C(=O)NC(C)(C)C)CC3)CC2=O)cc1 (stereo not drawn)	0%	-7%	-9%	-10%	i	?	-11%	3%	-3%
Cc1cn2c(=O)c(S(=O)(=O)Nc3ccc(OC(F)(F)F)cc3)c(C)nc2s1	10%	0%	8%	?	.	-33%[inhibitor]	11%	.	.
COc1cc(-c2cc(-c3ccccc3)nc(SCC(=O)O)c2C#N)cc(OC)c1OC	2%	0%	6%	80%[activator]	i	-1%	-1%	-5%	-4%
Cc1ccc(NC(=O)Cn2c(=O)cnc3ccccc32)cc1S(=O)(=O)N1CCCCC1	8%	-12%	32%	-23%	i	-38%[inhibitor]	3%	-17%	-3%
Cc1cc(OCc2cc(C(=O)N3CCN(CC4CC4)CC3)no2)cc(C)c1Cl	9%	-13%	12%	?	i	-28%	-18%	0%	4%
Cc1ccc(/C=C/C(=O)O)cc1S(=O)(=O)N1CCC(Cc2ccccc2)CC1	-5%	7%	-30%	11%	i	i	-2%	2%	-2%
CCc1nnc(NC(=O)CSc2nnc(-c3ccc(O)cc3)n2C)s1	3%	-1%	0%	3%	i	i	-9%	-1%	-2%
COc1ccc(-n2c(SCC(=O)Nc3ccccc3OC)nc(O)c(Cc3ccccc3)c2=O)cc1	-2%	2%	29%	-38%	i	i	1%	-3%	2%
COc1cccc(-c2ccc3c(c2)N(Cc2ccccc2OC)C(=O)C(C)S3)c1 (stereo not drawn)	11%	3%	9%	?	i	-9%	-12%	.	3%
COC(=O)CSC1=C(C#N)C(c2ccccc2)CC(=O)N1 (stereo not drawn)	-6%	?	-5%	-10%	i	-12%	10%	-1%	-7%
Cc1cc(/C=C2/NC(=O)N(c3ccccc3)C2=O)c(C)n1C(C)C	-21%	-1%	?	2%	i	-28%	-37%[inhibitor]	-3%	-8%
Cc1ccc(CN2C(=O)c3ccccc3Sc3ccc(C(=O)NCCN4CCOCC4)cc32)cc1	9%	?	16%	6.3µM*	i	-13%	5%	3%	-5%
Cc1oc2ncnc(N3CCOCC3)c2c1C(=O)N1CCN(c2cccc(C(F)(F)F)c2)CC1	?	3%	42%	-3%	.	-9%	3%	.	.
CN(C)S(=O)(=O)c1cccc(NC(=O)COC(=O)c2cc(-c3cccc(Br)c3)nc3ccccc23)c1	16%	-9%	.	10µM*	i	i	-3%	?	9%
Nc1c(N=Nc2ccccc2F)c(=O)[nH]n1-c1ccccc1	-23%	-21%	5%	3%	i	-10%[57.5 µM]	-22%	-3%	-4%
CCOC(=O)Cn1nc(-c2ccccc2)nc1-c1ccccc1	?	5%	11%	-17%	i	i	-5%	2%	-1%
CCCC(=O)n1nc(-c2cccnc2)nc1N	14%	3%	7%	21%	.	i	-6%	1%	.
O=C(Nc1ccc(C(=O)N2CCCCC2)cc1)c1ccccc1Br	14%	-2%	4%	-9%	i	i	4%	.	-2%
O=C(Nc1ccncc1)C1CCN(S(=O)(=O)c2cccc(C(F)(F)F)c2)CC1	14%	1%	-2%	-50%	i	i	7%	0%	6%
Cn1cc(C(C[N+](=O)[O-])c2ccccc2)c2ccccc21 (stereo not drawn)	13µM*	-17%	-10%	?	i	-88%[inhibitor]	14%	-16%	12%

An excerpt of these results, as comma-separated lines.
SMILES,TDP-43 yeast inh,HEK293 tox,FUS suppressor,GLP1R inv ag,pAkt inh,PTHR1 agonist,Abeta yeast res,Mm-Cpn inhibitor,aSyn rescue
Cc1ccc(/C=C/C(=O)O)cc1S(=O)(=O)N1CCC(Cc2ccccc2)CC1,-5%,7%,-30%,11%,i,i,-2%,2%,-2%
CCc1nnc(NC(=O)CSc2nnc(-c3ccc(O)cc3)n2C)s1,3%,-1%,0%,3%,i,i,-9%,-1%,-2%
CCN(CC)c1ccc(NS(=O)(=O)c2ccc(OC)cc2)cc1,-11%[9.22 µM],1%,11%,15%,i,-4%,-2%,-3%,0%
